Compound activity as filed in PubChem BioAssay.
RECQ1 helicase: inhibitors of human RECQ1 DNA helicase; 240,000 tested, 0.54% active; P46063; Potency, µM (titrated, usually from 57.3 µM), without a hit: at the top dose activity, negative = inhibition, hits mostly inhibitors; AID 2549; RECQ1 DNA unwinding, red fluorescence kinetic read;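 further: plate controls were vehicle for no effect and no enzyme for full effect; nearly all actives have a fitted effect of over 30% in size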
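50 nM RECQ1T1 preincubated 15 min with compound in Tris pH 8.0 buffer with MgCl2, DTT, Tween-20 and 2.5 ug/ml poly(dI-dC); started with 200 nM TAMRA/BHQ-2 forked duplex and 2 mM ATP. Unwinding read as fluorescence (525/598 nm), two reads 2 h apart.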
Tau ThT inhib: blocks human tau fibril formation measured by thioflavin T | P10636 | recombinant tau K18 P301L (four-repeat tau fragment), heparin-induced fibrillization, ThT fluorescence | Potency, µM (doses to about 57.4 µM), inactives show top-dose activity, negative = inhibition, most hits filed as inhibitors | 270,000 tested, 2.1% active | AID 1460; further: nearly all actives have a fitted effect of over 55% in size
Target sequence (P10636 561-689 P618L limits assumed): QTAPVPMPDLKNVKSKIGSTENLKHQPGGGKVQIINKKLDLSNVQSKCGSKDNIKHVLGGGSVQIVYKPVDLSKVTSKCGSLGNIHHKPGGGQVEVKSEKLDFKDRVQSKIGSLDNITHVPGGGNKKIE
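Heparin-induced (20 uM) aggregation of recombinant human K18 P301L tau, 15 uM unlabeled with 0.24 uM labeled, pH 7 acetate buffer, 6 hr at 37 C with compound. Fibrils quantified by 30 uM ThT fluorescence after 1 hr ambient incubation.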
ALDH1A1 inh: inhibitors of human aldehyde dehydrogenase 1A1; AID 1030; P00352; 220,000 tested, 7.3% active; Purified ALDH1A1, NADH fluorescence, propionaldehyde substrate; Potency, µM (titrated, usually from 75.3 µM), for the others: at the highest dose activity, negative = inhibition, actives largely listed as inhibitors; active means well fitted inhibition curve with a large enough effect, not every such curve was filed as active; inconclusive means small, poorly fitted or top-dose-only effect, or another doubt; inactive means no such curve, though single readings can be large or run the other way;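 further: plate controls were no enzyme wells and a reference inhibitor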
Target sequence (P00352 whole entry, looked up): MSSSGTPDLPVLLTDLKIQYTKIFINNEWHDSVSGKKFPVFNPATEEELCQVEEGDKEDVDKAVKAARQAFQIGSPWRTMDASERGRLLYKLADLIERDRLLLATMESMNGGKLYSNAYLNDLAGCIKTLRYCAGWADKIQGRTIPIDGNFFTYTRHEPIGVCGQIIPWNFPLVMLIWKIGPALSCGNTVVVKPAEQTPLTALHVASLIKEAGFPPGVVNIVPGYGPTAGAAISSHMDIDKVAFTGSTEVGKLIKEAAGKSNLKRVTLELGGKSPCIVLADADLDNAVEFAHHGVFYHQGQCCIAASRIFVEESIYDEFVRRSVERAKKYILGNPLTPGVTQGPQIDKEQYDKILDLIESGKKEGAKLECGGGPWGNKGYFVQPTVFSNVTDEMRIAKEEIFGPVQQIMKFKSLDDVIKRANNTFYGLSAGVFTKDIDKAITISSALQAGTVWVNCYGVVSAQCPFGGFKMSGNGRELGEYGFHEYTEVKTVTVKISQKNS
* hit, by the source's call; i = inactive; ? = inconclusive; & = joins results of further samples; ! = not confirmed by another sample; [ ] = dose if it differs, or a comment. Unless noted, the call rests on the fitted dose curve; in most records, active means well fitted inhibition curve with a large enough effect; inconclusive means small, poorly fitted or top-dose-only effect; inactive means flat fitted curve, though single readings scatter. Unless noted, on the % scale 0 is the no-effect control and ±100 the full control effect; potency means the concentration at half of the fitted maximal effect. Not all compounds are listed. The share of hits here may be higher or lower than overall.

No.	Compound	RECQ1 helicase	Tau ThT inhib	ALDH1A1 inh
1	CC(C)=CCC/C(C)=C/C=C/C1=CC2(C)CC1(C)C(/C=C(\C)CCC=C(C)C)CC2=O (stereo not drawn)	-1%[11.5 µM]	-3%[11.5 µM]	-14%[13.5 µM]
2	COC(=O)NC(/C=C/c1ccco1)[C@@]1(C(=O)OC)CCCC1=O (stereo partly drawn)	i[11.5 µM]	?	-9%[13.5 µM]
3	COC(=O)C/C=C\[C@@H](C)[C@@H](CO)NS(=O)(=O)c1ccc(C)cc1	2%[11.5 µM]	-4%[11.5 µM]	?
4	Cc1cc2c(nc1C)CCCN2CC(O)CN1CCCc2nc(C)c(C)cc21	i[11.5 µM]	-17%[11.5 µM]	11%[13.5 µM]
5	C=CCC(O)CC1C2C(CC(O)CC=C)C3C1C3C2OC(C)(C)C (stereo not drawn)	-5%[11.5 µM]	-14%[11.5 µM]	11%[13.5 µM]
6	CC1CCC2C(=O)N3C(CCC(C)[C@@H]3c3ccc(-c4ccco4)cc3)C(=O)N2C1c1cccc(N2CCCC2=O)c1 (stereo partly drawn)	3%[11.5 µM]	8%[11.5 µM]	?
7	CCN1C(=O)[C@H]2[C@H]3[C@H](O)[C@H](O)C/C(=N/O[C@@H](C)c4cn([C@H]5COC[C@H]5O)nn4)[C@@H]3CC[C@@H]2C1=O	-1%[11.5 µM]	-8%[11.5 µM]	4%[13.5 µM]
8	CC1=C(C)CC(c2ccccc2)C(C(=O)c2ccccc2O)C1 (stereo not drawn)	i[11.5 µM]	-5%[11.5 µM]	-1%[13.5 µM]
9	CC(C)CO/N=C1/C[C@@H](O)[C@@H](O)[C@@H]2[C@@H]3C(=O)N(Cc4ccccc4)C(=O)[C@H]3CC[C@H]12	17%[11.5 µM]	-1%[11.5 µM]	3%[13.5 µM]
10	CO[C@@H](C(C)C)[C@@H](C)[C@@H]1OC(=O)C[C@@H]1O	-3%[11.5 µM]	-10%[11.5 µM]	2%[13.5 µM]
11	CC(=O)OC[C@@H]1O[C@H](CCO/N=C\[C@@H](C)[C@H](OCc2ccccc2)C(C)C)C=C[C@@H]1OC(C)=O	-2%[11.5 µM]	-7%[11.5 µM]	8%[13.5 µM]
12	Cc1cc2c(nc1C)CCCCN2C[C@H](C)O/N=C\[C@@H](C)[C@H](OCc1ccccc1)C(C)C	i[11.5 µM]	-5%[11.5 µM]	-6%[13.5 µM]
13	CC1CCC2C(=O)N3C(CCC(C)[C@@H]3c3ccc(Br)cc3)C(=O)N2C1c1ccc(Br)cc1 (stereo partly drawn)	i[11.5 µM]	-8%[11.5 µM]	-3%[13.5 µM]
14	COc1ccc(O[C@H]2C=C[C@@H](c3ccccc3)O[C@@H]2CO/N=C(\C)CCN2CCCc3nc(C)c(C)cc32)cc1	i[11.5 µM]	-2%[11.5 µM]	6%[13.5 µM]
15	CC(=O)OCC1OC(C#Cc2ccc(C)cc2C)C=CC1OC(C)=O (stereo not drawn)	14%[11.5 µM]	?	?

New compounds follow:
No.	Compound	RECQ1 helicase	Tau ThT inhib	ALDH1A1 inh
16	CCO[C@H](c1cc(OC)cc([N+](=O)[O-])c1OC)[C@H](C)/C=C\CC(=O)OC	8%[11.5 µM]	-5%[11.5 µM]	2%[13.5 µM]
17	CO[C@@H]1COC(=O)CCC[C@@H](C)[C@H](OC)COC(=O)[C@H](Cc2ccccc2)NC(=O)C/C=C\[C@H]1C	-10%[11.5 µM]	-1%[11.5 µM]	0.016µM*
18	COC(=O)[C@@H]1[C@@H](O)[C@]2(O)c3ccccc3O[C@]2(c2ccccc2)[C@H]1c1ccccc1	-2%[11.5 µM]	3%[11.5 µM]	11%[13.5 µM]
19	COC(=O)C1=C(C)N(Cc2ccccc2)C2=C3C(=O)OCCC3[C@@](O)(C(=O)OC)C(=O)N2C1c1ccccc1 (stereo partly drawn)	11%[11.5 µM]	-11%[11.5 µM]	7%[13.5 µM]
20	CC(=O)c1ccc(OC2C(O)COC2/C=C/c2ccc(Cl)cc2)cc1 (stereo not drawn)	-10%[11.5 µM]	-8%&-5%[11.5 µM]	4µM*!
21	C=C/C1=C/Cc2ccccc2C(C[N+](=O)[O-])C(C(=O)OC)(C(=O)OC)C1 (stereo not drawn)	i[11.5 µM]	-12%[11.5 µM]	-8%[13.5 µM]
22	COC(=O)C/C=C1\c2ccccc2[C@H](OC)[C@H]1C	i[11.5 µM]	-2%[11.5 µM]	7%[13.5 µM]
23	O=C1[C@H]2[C@H]3[C@H](O)[C@H](O)C/C(=N/OCc4ccccc4)[C@H]3CC[C@@H]2C(=O)N1C1CCCCC1	i[11.5 µM]	-4%[11.5 µM]	-8%[13.5 µM]
24	COC(=O)C/C=C/C(C)C(OCc1cccc(Br)c1)C(C)C(OC)C1CCCCC1 (stereo not drawn)	-16%[11.5 µM]	-13%[11.5 µM]	7%[13.5 µM]
25	C/C(CCN1CCCc2nc(C)c(C)cc21)=N\O[C@@H](C)CN1CCCc2nc(C)c(C)cc21	i[11.5 µM]	?	-2%[13.5 µM]
26	CCN1C(=O)[C@H]2[C@H]3[C@H](O)[C@H](O)C/C(=N/OC/C=C(\C)CCC=C(C)C)[C@@H]3CC[C@@H]2C1=O	5%[11.5 µM]	-5%[11.5 µM]	7%[13.5 µM]
27	CC(=O)OC[C@@H]1O[C@@H](O/N=C2/C[C@@H](O)[C@@H](O)[C@@H]3[C@@H]4C(=O)N(C[C@@H]5CCCO5)C(=O)[C@H]4CC[C@H]23)[C@H](OC(C)=O)[C@H](OC(C)=O)[C@@H]1OC(C)=O	i[11.5 µM]	-6%[11.5 µM]	16%[13.5 µM]
28	C#CCCCO/N=C1/[C@H]2O[C@@H]2[C@@H](O)[C@H]2[C@H]1CCn1c(=O)n([C@@H](CC)c3ccccc3)c(=O)n12	-1%[11.5 µM]	-9%[11.5 µM]	-9%[13.5 µM]
29	CO[C@H]1COC(=O)[C@H](C)NC(=O)C/C=C\[C@@H](C)[C@@H](NS(=O)(=O)c2ccc(C)cc2)COC(=O)[C@H](OCc2ccccc2)/C=C\[C@@H]1C	-6%[11.5 µM]	-11%[11.5 µM]	0%[13.5 µM]
30	CC(=O)O[C@H]1C2=CO[C@H](C)[C@H]3[C@H]4C5=C([C@H](O)[C@H]6O[C@@H]6C5=O)[C@H](O[C@H]4C)[C@@]23C(=O)[C@H]2O[C@@H]21	i[11.5 µM]	?	6%[13.5 µM]

3 structures out of the list, arranged by length of the SMILES, ascending:
No.	Compound	RECQ1 helicase	Tau ThT inhib	ALDH1A1 inh
20	CC(=O)c1ccc(OC2C(O)COC2/C=C/c2ccc(Cl)cc2)cc1 (stereo not drawn)	-10%[11.5 µM]	-8%&-5%[11.5 µM]	4µM*!
30	CC(=O)O[C@H]1C2=CO[C@H](C)[C@H]3[C@H]4C5=C([C@H](O)[C@H]6O[C@@H]6C5=O)[C@H](O[C@H]4C)[C@@]23C(=O)[C@H]2O[C@@H]21	i[11.5 µM]	?	6%[13.5 µM]
27	CC(=O)OC[C@@H]1O[C@@H](O/N=C2/C[C@@H](O)[C@@H](O)[C@@H]3[C@@H]4C(=O)N(C[C@@H]5CCCO5)C(=O)[C@H]4CC[C@H]23)[C@H](OC(C)=O)[C@H](OC(C)=O)[C@@H]1OC(C)=O	i[11.5 µM]	-6%[11.5 µM]	16%[13.5 µM]

Next section:
No.	Compound	RECQ1 helicase	Tau ThT inhib	ALDH1A1 inh
31	C=CCOCC/C=C1/c2ccccc2C(OC)C1C (stereo not drawn)	13%[11.5 µM]	-7%[11.5 µM]	3%[13.5 µM]
32	COc1ccc(COC(=O)N/N=C2/C[C@@H](O)[C@@H](O)[C@@H]3[C@@H]4C(=O)N(C[C@@H]5CCCO5)C(=O)[C@H]4CC[C@@H]23)cc1	i[11.5 µM]	-5%[11.5 µM]	-9%[13.5 µM]
33	C=CCOC(=O)C(C(C)=O)C(NC(=O)OC)c1ccccc1 (stereo not drawn)	-6%[11.5 µM]	0%[11.5 µM]	10%[13.5 µM]
34	Cc1cc(C)c(-c2cc([C@H](C)O/N=C\[C@@H](C)[C@H](OCc3ccccc3)C(C)C)on2)c(C)c1	-4%[11.5 µM]	-1%[11.5 µM]	9%[13.5 µM]
35	C#CCCCO/N=C1/[C@H]2O[C@@H]2[C@@H](O)[C@H]2[C@H]1CCn1c(=O)n(C)c(=O)n12	-3%[11.5 µM]	-13%[11.5 µM]	17%[13.5 µM]
36	CCOC(=O)CCN1C(=O)[C@H]2[C@H]3[C@H](O)[C@H](O)C/C(=N/NC(=O)OCc4ccc(OC)cc4)[C@@H]3CC[C@@H]2C1=O	i[11.5 µM]	-7%[11.5 µM]	-10%[13.5 µM]
37	CCc1cc2c(nc1CC)CCN(CC/C(C)=N/OC[C@@H](C)[C@H](OCc1ccccc1)C(C)C)C2	14%[11.5 µM]	-8%[11.5 µM]	12%[13.5 µM]
38	O=C1[C@H]2[C@H]3[C@H](O)[C@H](O)C/C(=N/OCc4ccccc4)[C@H]3CC[C@@H]2C(=O)N1c1cccc(Oc2ccccc2)c1	i[11.5 µM]	-14%[11.5 µM]	2%[13.5 µM]
39	CC12C=C(/C=C/CCc3ccco3)C(C)(C1)C(CCc1ccco1)CC2=O (stereo not drawn)	?	?	4µM*
40	CCCC[C@@H]1CN2[C@H](c3ccc(Br)cc3)[C@@H](C)CC[C@H]2C(=O)O1	i[11.5 µM]	-2%[11.5 µM]	4%[13.5 µM]
41	CCOC(=O)OCC1OC(c2ccccc2)C=CC1Oc1cccc(N(C)C)c1 (stereo not drawn)	4%[11.5 µM]	?	5%[13.5 µM]
42	CO[C@@H]1COC(=O)CC=C[C@@H](C)[C@@H]2C=C[C@H](O)[C@@H](COC(=O)[C@H](C)NC(=O)CC=C[C@H]1C)O2	i[11.5 µM]	-8%[11.5 µM]	1%[13.5 µM]
43	C/C(CCN1CCc2nc(-c3ccccc3)c(-c3ccccc3)cc2C1)=N\OC[C@@H](O)COCc1ccco1	i[11.5 µM]	-9%[11.5 µM]	3%[13.5 µM]
44	C=CCOC(=O)C(C(C)=O)C(NC(=O)OC)c1ccc(F)cc1 (stereo not drawn)	i[11.5 µM]	-10%[11.5 µM]	21%[13.5 µM]
45	C=CCC1C=CC(OC(=O)OCC)C(COC(=O)OCC)O1 (stereo not drawn)	i[11.5 µM]	-17%[11.5 µM]	11%[13.5 µM]

At a glance, 3 of the compounds above.
No.	Compound	RECQ1 helicase	Tau ThT inhib	ALDH1A1 inh
1	CC(C)=CCC/C(C)=C/C=C/C1=CC2(C)CC1(C)C(/C=C(\C)CCC=C(C)C)CC2=O (stereo not drawn)	-1%[11.5 µM]	-3%[11.5 µM]	-14%[13.5 µM]
2	COC(=O)NC(/C=C/c1ccco1)[C@@]1(C(=O)OC)CCCC1=O (stereo partly drawn)	i[11.5 µM]	?	-9%[13.5 µM]
3	COC(=O)C/C=C\[C@@H](C)[C@@H](CO)NS(=O)(=O)c1ccc(C)cc1	2%[11.5 µM]	-4%[11.5 µM]	?

(continued)
No.	Compound	RECQ1 helicase	Tau ThT inhib	ALDH1A1 inh
46	C[C@H]1COC(=O)[C@H]2CCCN2C(=O)[C@@H](C)COC(=O)[C@H](Cc2ccccc2)NC1=O	i[11.5 µM]	-7%[11.5 µM]	3%[13.5 µM]
47	COc1ccc(O[C@H]2C=C[C@@H](c3ccccc3)O[C@@H]2CON=C(C)C)cc1	i[11.5 µM]	-2%[11.5 µM]	3%[13.5 µM]
48	CO[C@@H]1COC(=O)[C@H](C)NC(=O)C/C=C\[C@@H](C)[C@@H](NS(=O)(=O)c2ccc(C)cc2)COC(=O)C/C=C\[C@@H]1C	-1%[11.5 µM]	-3%[11.5 µM]	-7%[13.5 µM]
49	CC1CCC(C(=O)O)NC1c1cccc(N2CCOCC2)c1 (stereo not drawn)	-9%[11.5 µM]	0%[11.5 µM]	-3%[13.5 µM]

Whole records from above:
Results for `CO[C@@H]1COC(=O)[C@H](C)NC(=O)C/C=C\[C@@H](C)[C@@H](NS(=O)(=O)c2ccc(C)cc2)COC(=O)C/C=C\[C@@H]1C` → RECQ1 helicase: -1%[11.5 µM]; Tau ThT inhib: -3%[11.5 µM]; ALDH1A1 inh: -7%[13.5 µM]
Results for `C[C@H]1COC(=O)[C@H]2CCCN2C(=O)[C@@H](C)COC(=O)[C@H](Cc2ccccc2)NC1=O` → RECQ1 helicase: i[11.5 µM]; Tau ThT inhib: -7%[11.5 µM]; ALDH1A1 inh: 3%[13.5 µM]
